# Screening results: PubChem, several laboratories
# LRH-1 inv ag: suppresses constitutive activity of human LRH-1; O00482; HEK293T StAR-luciferase reporter, LRH-1 transfected, 24 h; inhibition, % at 3.6 µM; actives 0.13% (n = 360,000);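 active = inhibition above the mean inhibition of all tested compounds plus 3 SD, cut at about 73% in these data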;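 note: 0% = DMSO wells and 100% = reporter-only cells lacking LRH-1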
# TROY NFkB inh: blocks TROY-dependent signaling in reporter cells | Q293 LMP1-TROYcd NF-kB luciferase reporter, 4 h | actives 0.98% (n = 360,000) | inhibition, % at 10 µM | AID 1347056;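 active = compounds whose plate-normalised and pattern-corrected inhibition of the luciferase reporter signal at the single screening dose is 50% or more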
# NCOA3 inh: inhibitors of human steroid receptor coactivator 3 (SRC3); Q9Y6Q9; HEK293 GAL4-SRC3 luciferase reporter, luminescence; inhibition, % at 3.6 µM; actives 0.17% (n = 360,000); AID 588352;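 active = inhibition above a per-campaign cutoff, the mean of all compounds plus 3 SD, cut at about 60% in these data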;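 note: 0% = DMSO-treated cells and 100% = gossypol-treated cells at 36 µM; higher means less SRC3-driven luciferase light from the GAL4 reporter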
# SRC2 inh: human SRC2 (NCOA2) inhibition. Q15596. HEK293 GAL4-SRC2 luciferase reporter, luminescence. inhibition, % at 9 µM. actives 0.17% (n = 370,000). AID 651957;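 active = inhibition above the mean inhibition of all tested compounds plus 3 SD, set per campaign, cut at about 52% in these data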;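 note: 0% = DMSO treated cells and 100% = cells given Gossypol at 36 µM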
# Target sequence (Q15596 whole entry, looked up, the tested form may be a part): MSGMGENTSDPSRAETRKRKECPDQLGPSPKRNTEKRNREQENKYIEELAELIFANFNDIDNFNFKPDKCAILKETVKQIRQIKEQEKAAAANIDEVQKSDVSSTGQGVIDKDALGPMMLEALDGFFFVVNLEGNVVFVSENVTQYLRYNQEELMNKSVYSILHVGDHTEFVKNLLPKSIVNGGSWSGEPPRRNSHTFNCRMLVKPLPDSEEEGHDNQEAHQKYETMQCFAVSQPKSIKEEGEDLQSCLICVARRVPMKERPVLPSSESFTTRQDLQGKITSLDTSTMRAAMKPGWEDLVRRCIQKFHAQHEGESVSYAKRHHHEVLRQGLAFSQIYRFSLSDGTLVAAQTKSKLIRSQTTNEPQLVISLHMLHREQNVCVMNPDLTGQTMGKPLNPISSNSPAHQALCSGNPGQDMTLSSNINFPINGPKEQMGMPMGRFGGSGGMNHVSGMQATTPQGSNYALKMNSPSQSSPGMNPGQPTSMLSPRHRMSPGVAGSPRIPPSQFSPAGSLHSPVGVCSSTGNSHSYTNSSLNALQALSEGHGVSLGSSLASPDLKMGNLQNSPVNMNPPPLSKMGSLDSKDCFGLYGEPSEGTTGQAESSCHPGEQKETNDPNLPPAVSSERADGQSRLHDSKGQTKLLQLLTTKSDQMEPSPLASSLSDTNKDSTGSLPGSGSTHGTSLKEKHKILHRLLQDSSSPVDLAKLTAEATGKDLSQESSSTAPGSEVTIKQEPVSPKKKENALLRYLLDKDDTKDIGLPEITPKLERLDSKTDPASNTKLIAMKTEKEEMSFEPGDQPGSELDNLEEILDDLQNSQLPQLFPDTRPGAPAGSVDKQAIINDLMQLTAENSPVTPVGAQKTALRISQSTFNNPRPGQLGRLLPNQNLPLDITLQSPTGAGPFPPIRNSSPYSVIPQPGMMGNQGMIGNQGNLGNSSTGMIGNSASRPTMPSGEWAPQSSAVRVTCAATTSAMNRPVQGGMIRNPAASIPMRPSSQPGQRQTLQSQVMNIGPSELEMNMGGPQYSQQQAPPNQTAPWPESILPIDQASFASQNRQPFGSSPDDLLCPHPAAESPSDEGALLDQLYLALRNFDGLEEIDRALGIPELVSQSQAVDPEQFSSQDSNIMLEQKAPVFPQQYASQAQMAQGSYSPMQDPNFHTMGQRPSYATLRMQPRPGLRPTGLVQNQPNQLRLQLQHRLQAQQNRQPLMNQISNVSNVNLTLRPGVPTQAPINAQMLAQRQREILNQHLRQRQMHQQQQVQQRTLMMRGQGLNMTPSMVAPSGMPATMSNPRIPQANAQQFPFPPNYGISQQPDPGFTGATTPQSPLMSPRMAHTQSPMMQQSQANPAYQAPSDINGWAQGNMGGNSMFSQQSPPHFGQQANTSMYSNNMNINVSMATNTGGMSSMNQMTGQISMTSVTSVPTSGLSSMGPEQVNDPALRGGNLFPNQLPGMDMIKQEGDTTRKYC
# COUP-TFII inh: NR2F2 (human) inhibition, primary screen | HEK293T NGFI-A luciferase reporter, luminescence | actives 0.7% (n = 370,000) | inhibition, % at 8.6 µM;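 active = inhibition above a per-plate cutoff, mean inhibition of test wells between control levels plus 3 SD, cut at about 38% in these data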;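 note: cells cotransfected with COUP-TFII expression vector driving the NGFI-A reporter; 0% = median of COUP-TF2 test wells and 100% = reporter-only cells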
# NCOA1 inh: inhibits human SRC1 coactivator. actives 0.12% (n = 360,000). inhibition, % at 3.6 µM. HEK293 GAL4-SRC1 luciferase reporter, luminescence. AID 588354. Q15788;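 active = inhibition above the campaign mean plus 3 SD, with each screening campaign given its own cutoff, cut at about 60% in these data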;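 note: 0% = DMSO treated cells and 100% = gossypol at 36 µM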
# TRAIL sens C8: sensitizes caspase-8 expressing cells to TRAIL; AID 624354; actives 1% (n = 360,000); NB7+C8 cells + TRAIL, ATPlite viability luminescence; inhibition (viability loss, TRAIL sensitization), % at 10 µM;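 active = compounds causing at least 50% loss of cell viability in the single-dose screen, relative to plate controls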
# CF NFkB inh: inhibitors of cystic fibrosis induced NF-kB; KKLEB NF-kB-GFP reporter, PAF-induced, GFP fluorescence overnight; inhibition, % at 5 µM; actives 0.86% (n = 360,000); AID 588850;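 active = at least 50% inhibition at 5 µM, scaled per plate between neutral and stimulator controls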;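 note: PAF is a Pseudomonas aeruginosa culture filtrate used as stimulus; plate controls were PAF-stimulated DMSO wells for no effect and unstimulated DMSO wells for full effect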
# EBV LMP1 NFkB: Epstein-Barr LMP1 NF-kappaB reporter inhibition; inhibition, % at 12.5 µM; AID 504558; LMP1-induced NF-kappaB luciferase reporter cells, luminescence; actives 0.69% (n = 350,000); in the data active = inhibition above about 41%;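 note: 0% = neutral control wells and 100% = reference inhibitor control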
# TWEAK-Fn14 inh: blocks TWEAK-Fn14 interaction in a reporter cell assay. TWEAK-stimulated Fn14 reporter cells, luciferase luminescence, 8 h. inhibition, % at 10 µM. actives 2% (n = 360,000); in the data active = inhibition above about 50%
# KKLEB cytotox: reduces viability of KKLEB cystic fibrosis airway cells. KKLEB CF airway cells viability, ATPlite luminescence, overnight; active compounds read low; cells stimulated with P. aeruginosa culture filtrate. actives 0.36% (n = 360,000). activity change (cytotoxicity), % at 5 µM;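 active = corrected activity change at or below -50% at 5 µM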
# Numbers without * were called inactive; nt = no result given.
item	Structure	KKLEB cytotox	NCOA3 inh	TROY NFkB inh	COUP-TFII inh	TRAIL sens C8	LRH-1 inv ag
1	COc1ccc(-c2nsc3c(N4CCN(C(=O)c5ccco5)CC4)ncnc23)cc1	-20	-26	20	-4	12	-52
2	O=C(NCc1cccs1)C1CCCN1S(=O)(=O)c1ccccc1F (stereo not drawn)	-3	17	-1	8	2	1
3	O=S(=O)(NCc1cccs1)c1ccc(Cl)s1	5	14	5	-12	3	5
4	Cc1cc(C(=O)NC2CCCc3ccccc32)ccc1[N+](=O)[O-] (stereo not drawn)	-8	-12	-14	13	8	-4
5	CCc1ccc(CN(C)C(=O)c2ccc3c(=O)n4c(nc3c2)CCC4)cc1	-32	-1	4	9	-19	7
6	CC(Oc1ccc2c(-c3ccccc3)cc(=O)oc2c1)C(=O)N[C@H](Cc1c[nH]c2ccccc12)C(=O)O (stereo partly drawn)	7	14	-3	-20	4	-10
7	CCN(CC)c1ccc(NC(=O)CCCOc2cccc(C)c2)cc1	6	-2	-7	20	2	-28
8	Cc1ccc(NC(=O)c2cc(N3C(=O)C=CC3=O)ccc2N2CCOCC2)cc1	1	-3	-7	1	-2	-8
9	O=C(NCCNC(=O)C(F)(F)F)c1ccncc1	-5	-17	-6	-19	2	6
10	CCOC(=O)C/C(C)=N/NC(=O)c1cccs1	-10	-81	-35	nt	-10	-136
11	COc1ccc(-n2c(C)cc(=O)c3c2CC(C)(C)CC3=O)cc1	8	-9	-4	11	-10	3
12	CN(Cc1ccccn1)C(=O)CC1C(=O)NCCN1Cc1ccc(F)cc1Cl (stereo not drawn)	6	7	-4	20	-6	9
13	N=C1/C(=C\c2coc3ccc(O)cc3c2=O)C(=O)N=C2SC=CN12	7	-1	-2	-1	-15	-17
14	COc1ccccc1CNS(=O)(=O)c1ccc(-c2cnc(C3CC3)o2)cc1	-17	4	22	3	3	25
15	Cn1cnc2cc(NC(=O)c3cccs3)ccc21	-10	-72	-29	-42	34	-141

item	TWEAK-Fn14 inh	NCOA1 inh	CF NFkB inh	SRC2 inh	EBV LMP1 NFkB
1	23	-40	-15	-18	8
2	1	-2	-7	-24	-5
3	3	5	2	-8	-4
4	-2	-52	4	-27	-10
5	3	5	3	2	-6
6	-8	-5	-20	5	-7
7	14	-16	5	-9	-4
8	15	-15	12	-24	1
9	-1	5	12	-17	8
10	-28	-71	14	nt	1
11	4	-8	1	1	-6
12	-12	-4	4	-25	4
13	-7	-5	-4	-9	-4
14	5	-13	24	11	45*
15	-17	-128	4	-12	-12

# Molecules above containing nitrogen in an aromatic ring, in the order listed:
item	Structure	KKLEB cytotox	NCOA3 inh	TROY NFkB inh	COUP-TFII inh	TRAIL sens C8	LRH-1 inv ag
1	COc1ccc(-c2nsc3c(N4CCN(C(=O)c5ccco5)CC4)ncnc23)cc1	-20	-26	20	-4	12	-52
5	CCc1ccc(CN(C)C(=O)c2ccc3c(=O)n4c(nc3c2)CCC4)cc1	-32	-1	4	9	-19	7
6	CC(Oc1ccc2c(-c3ccccc3)cc(=O)oc2c1)C(=O)N[C@H](Cc1c[nH]c2ccccc12)C(=O)O (stereo partly drawn)	7	14	-3	-20	4	-10
9	O=C(NCCNC(=O)C(F)(F)F)c1ccncc1	-5	-17	-6	-19	2	6
11	COc1ccc(-n2c(C)cc(=O)c3c2CC(C)(C)CC3=O)cc1	8	-9	-4	11	-10	3
12	CN(Cc1ccccn1)C(=O)CC1C(=O)NCCN1Cc1ccc(F)cc1Cl (stereo not drawn)	6	7	-4	20	-6	9
14	COc1ccccc1CNS(=O)(=O)c1ccc(-c2cnc(C3CC3)o2)cc1	-17	4	22	3	3	25
15	Cn1cnc2cc(NC(=O)c3cccs3)ccc21	-10	-72	-29	-42	34	-141

item	TWEAK-Fn14 inh	NCOA1 inh	CF NFkB inh	SRC2 inh	EBV LMP1 NFkB
1	23	-40	-15	-18	8
5	3	5	3	2	-6
6	-8	-5	-20	5	-7
9	-1	5	12	-17	8
11	4	-8	1	1	-6
12	-12	-4	4	-25	4
14	5	-13	24	11	45*
15	-17	-128	4	-12	-12

# Continuation.
item	Structure	KKLEB cytotox	NCOA3 inh	TROY NFkB inh	COUP-TFII inh	TRAIL sens C8	LRH-1 inv ag
16	Cc1ccc(S(=O)(=O)Nc2ccccc2C=NNC(=O)c2ccncc2)cc1	-1	5	-10	6	-5	-1
17	O=C1CC2(CCN(C(=O)COc3ccccc3F)CC2)Oc2ccccc21	18	-46	-3	-5	13	5
18	O=C(Nc1ccc(-c2csnn2)cc1)C1CC1	4	16	-7	-15	1	-7
19	Cc1ccc(C(=O)OC(C)CN2CCOCC2)cc1 (stereo not drawn)	4	-9	-25	-5	3	-17
20	COc1ccc(OC)c(C2C(C(=O)c3cccs3)=C(O)C(=O)N2CCN2CCOCC2)c1 (stereo not drawn)	5	5	-7	9	4	-19
21	CC(=O)Nc1cc(-c2ccc(C(=O)N3CCOCC3)cc2)cn2c(-c3ccc(S(C)(=O)=O)cc3)cnc12	16	-4	11	7	-9	12
22	CCN(C(=O)c1ccc2c(OC)n(CC)nc2c1)c1ccc(OC)cc1	-2	4	-7	4	-7	2
23	Cc1c2ccccc2c(C)c2c1ccc1ccccc12	14	-12	-74	33	41	-13
24	C#CCOCCOCCOCCNc1nc(N2CCN(C(=O)Cn3cc(CCCN=C(N)N)nn3)CC2)nc(N2CCN(C(=O)[C@H](C)n3cc(CCCN=C(N)N)nn3)CC2)n1	-11	33	-2	5	5	-8
25	COc1ccc(Cn2ccc(=O)c(Cc3c(Cl)cccc3Cl)c2C)cc1	-11	6	15	4	-6	7
26	COc1cccc(N(CC(=O)NC2CCCCC2)C(=O)c2snc(C(N)=O)c2N)c1	-11	-10	1	3	14	-3
27	CCOC(=O)/C(=C/C=C/c1ccccc1)NC(=O)c1ccccc1	7	20	-15	-10	-4	3
28	COc1ccccc1NC(=O)Oc1cccc(OC(=O)c2ccccc2)c1	3	12	-44	-19	2	21
29	CCOc1ccccc1C(c1c(O)nc(SC)[nH]c1=O)c1c(O)nc(SC)[nH]c1=O	2	-1	-4	15	5	13
30	O=C(COC(=O)c1cc(S(=O)(=O)N2CCCCC2)ccc1N1CCOCC1)NCCc1ccc(F)cc1	13	-9	5	6	-13	1

item	TWEAK-Fn14 inh	NCOA1 inh	CF NFkB inh	SRC2 inh	EBV LMP1 NFkB
16	10	9	41	-12	8
17	-1	0	-17	-3	-3
18	5	-11	4	-4	0
19	16	-20	5	-21	-3
20	-1	-11	13	-21	-11
21	-15	-2	-3	4	nt
22	-5	-10	-6	-27	0
23	-1	-19	0	9	-10
24	12	-10	9	3	-7
25	-11	12	16	1	3
26	5	-10	0	-18	4
27	-13	7	-3	-17	-17
28	-34	1	6	1	nt
29	-3	11	5	8	nt
30	3	14	0	27	-16

# (list continues)
item	Structure	KKLEB cytotox	NCOA3 inh	TROY NFkB inh	COUP-TFII inh	TRAIL sens C8	LRH-1 inv ag
31	Cc1ccnc(NC(=O)Cn2cc([N+](=O)[O-])cn2)c1	5	-61	23	-43	-4	-75
32	COc1ccc(C(=O)CSc2n[nH]c(C)n2)cc1[N+](=O)[O-]	-3	4	-23	4	20	-6
33	CCCOP(=O)(c1ccc(N(C)C)cc1)C(O)c1ccncc1 (stereo not drawn)	3	1	-14	-9	10	3
34	Cc1ccc(SCc2cn3c(C)csc3n2)cc1	-3	-84	-7	-58	30	-103
35	O=C(CSc1nc2ccccc2c(=O)n1-c1ccc(SC(F)F)cc1)Nc1ccc(N2CCOCC2)cc1	-66*	4	17	16	15	40
36	CCN1/C(=C/C(=O)c2ccco2)Sc2ccccc21	4	-16	0	-21	9	-25
37	Cc1[nH]c2ccccc2c1C(O)c1ccncc1 (stereo not drawn)	6	13	-4	14	-3	8
38	O=C(CN1CCCCC1)NCCNc1ccc(C(F)(F)F)cc1[N+](=O)[O-]	-4	5	-9	4	3	22
39	COc1cc(C(=O)NCc2nnc(SCC(=O)NCc3ccco3)o2)cc(OC)c1OC	5	5	-9	-16	-14	-18
40	COc1cccc(-c2c(C(=O)N/N=C/c3cccs3)nnn2-c2nonc2N)c1	-2	11	9	nt	8	-9
41	Clc1ccc(CN2C3=NCCN3c3ccccc32)cc1	-6	7	5	-2	-2	3
42	CCOc1ccc(CC(=O)Nc2cccc(-c3ccc4nnc(C)n4n3)c2)cc1	-25	10	-1	-20	-8	-9
43	CS(=O)(=O)C1=C(O)C(=O)N(CCCC(=O)O)C1c1ccccc1F (stereo not drawn)	-15	-2	-8	-10	11	1
44	O=C(c1sccc1-n1cccc1)N1CCCC1	-2	16	9	-9	-4	8
45	O=C(CN1C(=O)COc2ccccc21)N(Cc1cccnc1)Cc1ccccc1F	-12	3	-2	nt	1	2

item	TWEAK-Fn14 inh	NCOA1 inh	CF NFkB inh	SRC2 inh	EBV LMP1 NFkB
31	9	-42	2	-65	-19
32	2	-17	3	16	10
33	3	9	6	-17	1
34	36	-118	-5	-13	6
35	5	7	66*	7	10
36	9	-25	-7	-36	-19
37	1	-7	9	-28	-6
38	-18	-1	-12	-26	1
39	1	9	6	-6	1
40	7	11	-6	nt	12
41	-12	13	5	6	-3
42	-8	-10	-48	-36	9
43	-2	10	29	-3	5
44	1	1	-6	-10	4
45	11	3	-2	nt	-2

# Four of the entries above in order of the NCOA3 inh value, high to low.
item	SMILES	NCOA3 inh	COUP-TFII inh	LRH-1 inv ag	TWEAK-Fn14 inh	NCOA1 inh	CF NFkB inh	SRC2 inh	EBV LMP1 NFkB
44	O=C(c1sccc1-n1cccc1)N1CCCC1	16	-9	8	1	1	-6	-10	4
38	O=C(CN1CCCCC1)NCCNc1ccc(C(F)(F)F)cc1[N+](=O)[O-]	5	4	22	-18	-1	-12	-26	1
32	COc1ccc(C(=O)CSc2n[nH]c(C)n2)cc1[N+](=O)[O-]	4	4	-6	2	-17	3	16	10
33	CCCOP(=O)(c1ccc(N(C)C)cc1)C(O)c1ccncc1 (stereo not drawn)	1	-9	3	3	9	6	-17	1
